# Screens from PubChem BioAssay.
# A-T KAP1 phos – potential ataxia-telangiectasia treatment; […] A-T fibroblasts, KAP-1 phosphorylation AlphaLISA; neocarzinostatin DNA damage 30 min before lysis; Potency, µM (highest dose often 57.5 µM), without a hit: at the highest dose activation, actives largely listed as activators; 0.19% of 320,000 active; AID 485349; also: potency is read from the fitted curve at half-maximal effect; % of control where 0% means no effect; nearly all actives have a fitted effect of over 45% in size
#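 ATM-like activity read as KAP-1 phosphorylation via AlphaLISA donor/acceptor antibody pairs after lysis and 6 hr at 25C. Cells were ATM-null patient fibroblasts ([…], hTERT), dosed 60 min, then exposed to the DSB inducer NCS for 30 min.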
# USP2a block – inhibitors of human ubiquitin-specific protease USP2a; O75604; USP2 core, Ub-CHOP2 coupled fluorogenic reporter, 485/531; Potency, µM (titrated, usually from 38.3 µM), inactives show at the top dose activity change, negative = inhibition, usual class: inhibitors; 0.01% of 330,000 active;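 also: potency is read from the fitted curve at half-maximal effect; plate controls were DMSO wells for no effect and full inhibition by NEM control for full effect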
# Target sequence (O75604 whole entry, looked up): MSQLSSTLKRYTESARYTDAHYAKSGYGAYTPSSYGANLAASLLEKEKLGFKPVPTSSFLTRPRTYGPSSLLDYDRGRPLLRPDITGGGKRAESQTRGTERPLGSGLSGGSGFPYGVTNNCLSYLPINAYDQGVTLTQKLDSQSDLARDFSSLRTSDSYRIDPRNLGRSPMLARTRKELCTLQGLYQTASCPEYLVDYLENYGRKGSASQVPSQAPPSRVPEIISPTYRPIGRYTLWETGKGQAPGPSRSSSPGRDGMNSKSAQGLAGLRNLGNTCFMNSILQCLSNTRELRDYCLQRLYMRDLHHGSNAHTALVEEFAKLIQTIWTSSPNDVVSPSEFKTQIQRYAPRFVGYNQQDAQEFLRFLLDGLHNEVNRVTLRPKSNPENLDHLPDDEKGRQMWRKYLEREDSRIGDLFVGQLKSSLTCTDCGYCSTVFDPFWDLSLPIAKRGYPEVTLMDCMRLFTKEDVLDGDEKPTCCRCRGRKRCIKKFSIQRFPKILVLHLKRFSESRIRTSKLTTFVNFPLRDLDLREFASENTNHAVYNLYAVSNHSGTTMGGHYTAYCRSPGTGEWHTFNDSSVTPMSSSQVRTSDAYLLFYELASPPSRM
#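 USP2 core (10nM final) preincubated 30min RT with compound in 20mM Tris-HCl pH 8.0, 2mM CaCl2, 2mM beta-mercaptoethanol, 0.05% CHAPS; 25nM Ub-CHOP2 plus 25nM reporter substrate added, fluorescence (Ex485/Em531) read after 60min.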
# TSHR antagonist – blocks TSH signaling through the human TSH receptor; P16473; activity change, negative = inhibition, % at 11.5 µM; TSHR-expressing cells, TSH-stimulated cAMP HTRF, 2 h; stronger effect = lower value; 0.2% of 330,000 active;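 active = activity change below a set negative limit, meaning inhibition stronger than a set level, cut at about -70% in these data; inconclusive = activity change between two set negative limits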; also: % is scaled to controls: 0 for no effect and ±100 for the full control effect
#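 TSHR-expressing cells were treated with compounds, then stimulated with TSH at EC80 (4nM final) for 2 hours at 37 deg C. Cellular cAMP was measured by HTRF competition between lysate cAMP and cAMP-d2 for a cryptate-labelled anti-cAMP antibody.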
# TRPV1 agonist – human TRPV1 agonism; activation, % at 8.33 µM; TRPV1-expressing cells, Fluo-8 calcium influx, agonist mode; AID 540275; 0.19% of 320,000 active; Q8NER1; in the data active = activation above about 80%; inconclusive = between about 30% and that limit; also: 0% is about no effect
#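 TRPV1-expressing cells were cultured overnight at 35.5C and loaded with Fluo-8 calcium dye for 40 to 90 min at room temperature. After a 10 s baseline, compound was added and calcium influx was read kinetically for 3 min (ex 480/em 520 nm).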
# TCR activator – activators of T cell receptors | primary human leukocytes, anti-CD3, IL-2 HTRF, 48 h | Potency, µM (top dose mostly 9.22 µM), without a hit: top-dose activation of IL-2 secretion, actives largely listed as activators | 330,000 tested, under 10 active | AID 504894; also: % of control where 0% means no effect
#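 48 hr co-incubation of compounds, a-CD3 beads and primary human leukocytes; IL-2 quantified homogeneously by HTRF with anti-IL-2 K and d2 conjugates.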
# Mito fusion yeast – inhibitors of mitochondrial division or activators of mitochondrial fusion | AID 485298 | Potency, µM (doses to about 46.1 µM), for inactives: at the top dose growth rescue (activation), hits mostly activators | S. cerevisiae fusion-defective mutant growth rescue, CellTiterGlo 48 h | 0.23% of 320,000 active;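 also: potency is read from the fitted curve at half-maximal effect; % of control where 0% means no effect; nearly all actives have a fitted effect of over 45% in size; temperature-sensitive fusion mutants such as fzo1-1 at 37 °C on non-fermentable ethanol glycerol medium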
#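 Luminescent cell viability in 1536-well qHTS format served as the measure of rescued growth in ts fusion-mutant S. cerevisiae cultured on non-fermentable YPEG for 48 hours at 37C.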
# hERG WT inh – inhibitors of human wildtype KCNH2 potassium channel. 0.37% of 340,000 active. activity change, % at 1.84 µM. Q12809. U2OS, BacMam KCNH2, thallium flux FluxOr; stronger effect = lower value;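 active = maximum activity change below -70%; inconclusive = maximum activity change between -70% and -50%; inactive = maximum activity change above -50%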; also: % is scaled to controls: 0 for no effect and ±100 for the full control effect
#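 U2OS cells were transduced with wild-type KCNH2 virus (2.03 x 10^8 / mL) for 4 h at room temperature, then cultured overnight at 37 C. Thallium flux was read with FluxOr dye. Rate constants were normalized to DMSO controls.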
# ELG1 repair inh – blocks ELG1-dependent DNA repair in HEK293T cells. Potency, µM (highest dose often 46.1 µM), inactives show top-dose activity change, negative = inhibition, most hits filed as inhibitors. 2.3% of 330,000 active. HEK293T ELG1-luciferase reporter, luminescence, 16 h; DNA damage induced by 5-fluorouridine; also: potency is read from the fitted curve at half-maximal effect; % is scaled to controls: 0 for no effect and ±100 for the full control effect; nearly all actives have a fitted effect of over 55% in size
#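 DMSO vehicle served as the neutral condition. Each well held 2,000 cells given 5-fluorouridine plus compound; after 16 hr at 37 °C/5% CO2, ONE-Glo was added and luciferase measured 30 min later.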
# Eya2 inh – blocks the phosphatase activity of human Eya2. O00167. recombinant Eya2, OMFP fluorescence dephosphorylation (OMFP is methylfluorescein phosphate). Potency, µM (titrated, usually from 76.9 µM), without a hit: at the highest dose activity, negative = inhibition, usual class: inhibitors. 0.006% of 330,000 active; also: potency is read from the fitted curve at half-maximal effect; % is scaled to controls: 0 for no effect and ±100 for the full control effect
#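 Eya2 (0.2 uM) preincubated 10 min at ambient with compound, then OMFP substrate added at 50 uM; 10 min reaction in 50 mM HEPES pH 7.5, 50 mM NaCl, 5 uM MgCl2, 0.05% BSA, 1 mM DTT. Fluorescence read at Ex 485/Em 525 nm.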
# KCNH2 3.1 inh – inhibitors of human KCNH2 3.1 potassium channel isoform. AID 720553. activity change, % (tested at about 1.8 µM). U2OS KCNH2 3.1, thallium flux FluxOr; stronger effect = lower value. 0.95% of 340,000 active;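 active = maximum activity change below -70%; inconclusive = maximum activity change from -70% to -50%; inactive = maximum activity change above -50%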;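 also: thallium influx rate constant from kinetic fluorescence after stimulation buffer; % is scaled to controls: 0 for no effect and ±100 for the full control effect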
#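 FluxOr-based Tl+ influx in U2OS cells transduced with KCNH2 3.1 virus; rate constants normalized to DMSO controls.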
# The depositor's hits bear a star; ? = inconclusive; / = not tested or not shown; [ ] = another dose, or the depositor's remark. Unless noted, calls follow the shape of the dose curve; as a rule, active = well fitted curve in the direction sought with a large enough effect; inconclusive = small, poorly fitted or top-dose-only effect, or another doubt; inactive = no such curve, though single readings can be large; an effect the other way counts as inactive or inconclusive.
SMILES,A-T KAP1 phos,USP2a block,TSHR antagonist,TRPV1 agonist,TCR activator,Mito fusion yeast,hERG WT inh,ELG1 repair inh,Eya2 inh,KCNH2 3.1 inh
O=C(CN1CCCC(O)C1)N1c2ccccc2Sc2ccc(C(F)(F)F)cc21 (centres undefined),1%,3%,-6,16,0%,3%,6,5%,-9%,1
COc1ccc(OC(=O)c2cccc(S(=O)(=O)N3CCCC3)c2)cc1,4%,-1%,-4,13,7%,-1%,5,0%,-7%,/
O=C(C[n+]1ccccc1)N/N=C/c1ccc(Cl)c(Cl)c1,-8%,3%,-1,-2,1%,14%,-6,-5%,-2%,-3
O=C(Cc1ccccc1)Nc1cccc(-c2nnc(-c3ccco3)o2)c1,25%,0%,?,/,-1%,2%,-2,?,-6%,0
COc1ccc(C(=O)C[n+]2ccc3c(c2)nnn3-c2ccccc2)cc1,3%,-2%,-5,-3,1%,12%,1,3%,-2%,-19
CC(=O)c1c(C)oc2ccc(N(C(C)=O)S(=O)(=O)c3cccc([N+](=O)[O-])c3)cc12,-2%,1%,-1,4,-9%,8%,/,?,-5%,24
COc1ccccc1NC(=O)CSc1nnc(-c2ccco2)n1N,-8%,-5%,-3,2,-1%,-2%,4,18%,1%,-4
Cc1cc(C)nc(SCCn2c(N3CC(C)OC(C)C3)nc3c2c(=O)n(C)c(=O)n3C)n1 (centres undefined),-1%,0%,-6,1,-4%,9%,2,-4%,-10%,-1
CCN(CC)S(=O)(=O)c1cc(NC(=O)COC(=O)Cn2cnc3ccccc32)ccc1C,1%,2%,-6,0,5%[46.1 µM],-3%,-8,1%,4%,3
Cc1ccc(N2CN(Cc3cccnc3)CNC2=S)c(C)c1,0%,-7%,-2,-1,-2%[46.1 µM],-6%,-10,4%,-7%,-4
CCC(CO)NS(=O)(=O)c1cc(-c2nn(C)c(=O)c3ccccc23)ccc1C (centres undefined),2%,4%,-4,1,0%,-5%,-6,5%,6%,4
Cc1csc(=O)n1CC(=O)OC(C)C(=O)Nc1cccc(Cl)c1 (centres undefined),9%,3%,5,3,-2%,-5%,-1,6%,-7%,4
CC(C)CN(C(=O)COC(=O)c1ccc(Cl)c(N)c1)c1c(N)n(Cc2ccccc2)c(=O)[nH]c1=O,2%,0%,-9,-1,3%,-5%,-1,-15%,3%,-12
O=C(Cn1c(=O)oc2cc(S(=O)(=O)N3CCCC3)ccc21)NC1CCCCC1,-8%,2%,19,-2,-2%,-1%,-11,-4%,4%,9
C/C(=N/NC(=O)CN1CCN(Cc2ccccc2Cl)CC1)c1cccs1,-8%,1%,4,3,6%,2%,-7,?,14%,8
CC(=O)c1ccc(N=C2C(=O)Nc3ccccc32)cc1,-1%,1%,1,5,9%,2%,2,9%,0%,5
Cc1ccc(CNC(=O)C(=O)Nc2nccs2)cc1,3%,-5%,-3,-5,3%,2%,7,11%,1%,14
CN(CC(=O)Nc1ccc(F)cc1)C(=O)COC(=O)C1=COCCO1,0%,6%,3,2,-7%,2%,-11,19%,-6%,-3
Cn1c(=O)[nH]c(=O)c2c1nc(N1CCCCCC1)n2CC(N)=O,/,5%,-6,-2,7%[46.1 µM],0%,-14,4%,-3%,-10
O=C(N/C(=C\c1cccnc1)C(=O)N1CCOCC1)c1cccc(Br)c1,0%,2%,12,-3,-20%,1%,-5,5%,27%,-11
COC(=O)c1[nH]c(C)c(/C(O)=C2\C(=O)C(=O)N(CCN(C)C)C2c2ccco2)c1C (centres undefined),5%,2%,4,0,-1%[46.1 µM],-5%,-2,14%,5%,-6
CCOC(=O)C1CCN(c2c(NCc3ccc(C(=O)NCCC(C)C)cc3)c(=O)c2=O)CC1,3%,0%,7,8,4%,-3%,6,-17%,-4%,27
Cc1cccc(C)c1N=C1SC(CC(=O)Nc2c(C)cccc2C)C(=O)N1CCc1ccccn1 (centres undefined),7%,4%,13,2,-3%[46.1 µM],-5%,-5,-1%,-3%,-3
Cc1cc(C)nc(/N=C2\NC(=O)CC(C(=O)O)N2c2cccc(Cl)c2)n1 (centres undefined),6%,0%,5,-2,/,0%,/,15%,7%,/
O=C(CSc1nnc(-c2ccncc2)n1CCc1ccccc1)N1CCCC1,-7%,-9%,-6,-3,/,-8%,/,12%,0%,/
Cc1ccn(CC(=O)N2CCCC(N3CCN(c4ccccc4F)CC3)C2)n1 (centres undefined),1%,1%,-3,1,-1%,2%,5,1%,-16%,-7
Cc1cccc(C(=O)NCCCNC(=O)c2cccnc2)c1,-1%,0%,4,3,-2%,-8%,2,0%,-4%,5
CN(C)c1ccc(Sc2nnc(NC(=O)Nc3ccc(Cl)cc3Cl)s2)cc1,-7%,2%,4,-1,1%[46.1 µM],-3%,-22,12%,-2%,-3
Cc1nc(C)c(C(=O)NNC(=O)c2ccc(Br)cc2)s1,0%,1%,34,3,-5%[46.1 µM],12%,1,7%,4%,3
COc1ccccc1CC(=O)Nc1cccc(C)n1,4%,7%,-5,-1,-4%,0%,1,1%,2%,-2
COc1ccc(OCCc2nnc(N)s2)cc1,3%,1%,-3,2,-4%,3%,-8,?,-21%,-1
CC1CC(C)CN(CCCNC(=O)C2CCN(c3nnc(-n4cccc4)s3)CC2)C1 (centres undefined),-3%,-2%,14,2,-12%,6%,5,?,-5%,6
Cc1ccc(C(c2nnnn2CS(=O)(=O)c2ccc(C)cc2)N2CCC(C(N)=O)CC2)cc1 (centres undefined),-5%,-7%,13,0,0%,-3%,-4,-22%,13%[15.4 µM],1
CC(C)Oc1ccc(CNC(=O)Cn2ccc3cc(S(=O)(=O)N4CCCC4)ccc32)cc1,2%,-2%,3,-2,-1%,-13%,-6,-2%,-7%,5
CCOC(=O)c1ccc(N/C=C/C(=O)c2ccco2)cc1,-2%,2%,5,?,-1%,0%,-3,?,-1%,2
CC1Cc2ccccc2N1C(=O)CN1C(=O)C(=O)N(Cc2ccccc2)C1=O (centres undefined),1%,0%,0,4,-1%,0%,7,14%,-7%,1
CC(C)=C1C2C=CC1C(C(=O)Nc1cc(C)ccc1C)C2C(=O)O (centres undefined),4%,2%,-6,1,9%,3%,-3,1%,0%,-3
Clc1cccc(CN2CCc3c([nH]c4ccccc34)C2)c1,?,-9%,-9,3,9%,?,18,?,0%,-35
CCC(=O)c1ccc(OCC(O)Cn2c(C)nc3ccccc32)cc1 (centres undefined),0%,1%,-27,1,-5%,-1%,0,?,4%,-2
Cc1ccc(C(=O)O/N=C/c2c(Cl)n(C)c3ccccc23)cc1,6%,0%,18,-4,-1%,1%,-4,0%,-29%,-1
CC(=O)c1cccc(NC(=O)C(C)OC(=O)/C=C/c2cccs2)c1 (centres undefined),-15%,2%,-7,?,-2%,7%,13,6%,-19%,19
CCN(CC(=O)Nc1c(F)cccc1F)C(=O)c1ccc(C#N)cc1,0%,3%,-1,-7,-3%,24%,-3,1%,11%,-7
CCc1nc(N(CC)CC)c2oc3ccccc3c2n1,21%,2%,-23,21,-2%,7%,-20,?,-7%,-7
CCN(CC)C(=O)C(=O)N/N=C/c1ccc(F)cc1,18%,0%,5,1,0%,-2%,-20,12%,9%,-2
O=C1c2ccccc2C(=O)N1Cc1nc(-c2ccccn2)no1,/,/,/,3,9%,2%,-22,/,/,9
Fc1ccc(/C=N/NC(=S)NCCc2ccccc2)cc1F,-2%,0%,-9,-2,-1%,-3%,1,12%,-3%,1
COC(=O)c1[nH]c2cccc(Cl)c2c1NC(=O)CN(C)C1CCCCC1,/,-14%,5,?,-5%,10%,1,0%,15%,19
CCOC(=O)Cn1c2ccc(OC)cc2c2nc3ccccc3nc21,-1%,-1%,6,3,-5%,-4%,-6,10%,10%,-24
C=CCOc1ccc(/C=C/C(C)=N\O)cc1,9%,-1%,6,5,-4%,-2%,1,?,17%,/
CCOC(=O)c1ccc(N2CCN(c3cc(C)ccc3C)CC2)c(N)c1,35%,1%,6,-1,-8%,-12%,0,0%,-10%,2

# Of the compounds above, 5 have an NH in an aromatic ring.
SMILES,A-T KAP1 phos,USP2a block,TSHR antagonist,TRPV1 agonist,TCR activator,Mito fusion yeast,hERG WT inh,ELG1 repair inh,Eya2 inh,KCNH2 3.1 inh
CC(C)CN(C(=O)COC(=O)c1ccc(Cl)c(N)c1)c1c(N)n(Cc2ccccc2)c(=O)[nH]c1=O,2%,0%,-9,-1,3%,-5%,-1,-15%,3%,-12
Cn1c(=O)[nH]c(=O)c2c1nc(N1CCCCCC1)n2CC(N)=O,/,5%,-6,-2,7%[46.1 µM],0%,-14,4%,-3%,-10
COC(=O)c1[nH]c(C)c(/C(O)=C2\C(=O)C(=O)N(CCN(C)C)C2c2ccco2)c1C (centres undefined),5%,2%,4,0,-1%[46.1 µM],-5%,-2,14%,5%,-6
Clc1cccc(CN2CCc3c([nH]c4ccccc34)C2)c1,?,-9%,-9,3,9%,?,18,?,0%,-35
COC(=O)c1[nH]c2cccc(Cl)c2c1NC(=O)CN(C)C1CCCCC1,/,-14%,5,?,-5%,10%,1,0%,15%,19

# An excerpt. The share of hits here may be higher or lower than overall.
